Screening results (PubChem BioAssay)
Mdm2 ligase inh – inhibitors of human Mdm2 E3 ubiquitin ligase | Q00987 | cell-based MDM2 ubiquitination luciferase reporter, 2 h; 0 = plate control, 100 = twice control, blank-subtracted | signal enhancement, % at 5 µM | actives 0.11% (n = 210,000);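 active = signal enhancement of 30% or more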;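 note: luminescence tracks abundance of the self-degrading MDM2-luciferase fusion protein; higher signal means inhibition of MDM2 E3 ligase activity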
Target sequence (Q00987 whole entry, looked up, the tested form may be a part): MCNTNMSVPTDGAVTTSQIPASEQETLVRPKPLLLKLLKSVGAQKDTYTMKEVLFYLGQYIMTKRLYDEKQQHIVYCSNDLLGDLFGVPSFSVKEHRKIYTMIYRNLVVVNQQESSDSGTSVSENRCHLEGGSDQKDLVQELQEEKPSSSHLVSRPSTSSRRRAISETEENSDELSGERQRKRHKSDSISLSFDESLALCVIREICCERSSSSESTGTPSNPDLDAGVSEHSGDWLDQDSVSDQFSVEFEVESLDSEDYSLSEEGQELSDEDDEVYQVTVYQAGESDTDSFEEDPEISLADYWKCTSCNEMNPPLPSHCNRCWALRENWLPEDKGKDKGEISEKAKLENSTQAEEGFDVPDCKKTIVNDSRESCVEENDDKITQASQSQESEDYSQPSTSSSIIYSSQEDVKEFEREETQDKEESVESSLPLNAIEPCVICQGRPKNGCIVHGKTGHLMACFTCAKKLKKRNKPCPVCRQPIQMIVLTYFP
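system = mammalian cells stably expressing self-ubiquitinating, self-degrading MDM2 E3–luciferase fusion | quantity = 2000 cells per well seeded | incubation = 4 h cell settling then 2 h compound exposure, 37 °C | signal = SteadyLite luminescence, 15 min reagent step | benchmarks = plate control and blank wells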
NPY-Y2 PAM-ag – potentiators or agonists of human neuropeptide Y receptor Y2 | P49146 | cells expressing NPY-Y2, potentiator/agonist read-out | activation, % at 3.6 µM | actives 0.45% (n = 220,000); in the data active = activation above about 27%;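 note: cells stimulated with NPY near EC25 plus isoproterenol at EC100; 0% = vehicle plus submaximal agonist and 100% = vehicle plus saturating agonist; some results beyond the cut were filed as inactive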
Hck Nef HTS – blocks Nef-activated human Hck kinase | AID 463187 | Recombinant Hck-YEEI plus Nef, Z-Lyte FRET kinase assay | inhibition, % at 20 µM | actives 0.68% (n = 220,000) | P08631;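 active = Hck-Nef kinase inhibition above about 50%, limit read from the data; inactive = inhibition below that limit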;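 note: 0% = DMSO with Hck plus Nef and 100% = Hck alone without Nef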
RBBP9 inhibitor – blocks human serine hydrolase RBBP9; O75884; recombinant RBBP9, FP-Rh probe fluorescence polarization; inhibition, % at 7.94 µM; actives 0.2% (n = 220,000);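 active = inhibition above the campaign mean of all tested compounds plus 3 SD, cut at about 14% in these data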;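 note: plate controls were DMSO wells with RBBP9 for no effect and wells lacking RBBP9 protein for full effect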
Target sequence (O75884 whole entry, looked up): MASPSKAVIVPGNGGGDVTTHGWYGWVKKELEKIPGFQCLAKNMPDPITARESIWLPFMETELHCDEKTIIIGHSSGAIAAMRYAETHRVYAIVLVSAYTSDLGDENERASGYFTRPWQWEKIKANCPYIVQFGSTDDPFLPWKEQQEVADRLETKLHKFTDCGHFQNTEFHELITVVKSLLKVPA
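Measured by: FP readout at 525/598 nm; material: recombinant human RBBP9; also added: Serine-hydrolase probe FP-Rh, 375 nM pre-mixing; medium: Tris buffer pH 8.0, NaCl, Pluronic; replication: one well per compound; doses: one concentration, 7.94 µM nominal, 0.794% DMSO; timing: preincubation 30 min plus labeling 45 min at 25 °C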
p97 inhibitor – blocks human p97 ATPase activity. P55072. actives 0.42% (n = 220,000). AID 1481. inhibition, % at 8 µM. recombinant p97 ATPase, Kinase-Glo ATP luminescence, 3 h; in the data active = inhibition above about 15%;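 note: 0% = DMSO vehicle and 100% = wells lacking enzyme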
Runt-SMMHC FRET – Runt domain-CBFb-SMMHC interaction inhibition; Cerulean-Runt/Venus-CBFb-SMMHC FRET ratio 530/480, 1 h; inhibition, % at 20 µM; actives 0.74% (n = 220,000); AID 1434;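 active = mean inhibition across duplicate retests at 20 µM reaching about 50%, limit read from the data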;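 note: 0% = DMSO wells and 100% = wells with excess untagged CBFb-SMMHC; inhibitors lower the FRET ratio by blocking Runt binding to CBFb-SMMHC; some results filed as inactive read as strong as hits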
NPY-Y1 PAM-ag – potentiators or agonists of human neuropeptide Y receptor Y1. P25929. NPY-Y1 expressing cells, potentiator/agonist activation. activation, % at 3.6 µM. actives 0.37% (n = 220,000); in the data active = activation above about 33%, passing the limit was not always enough;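 note: cells stimulated with NPY at EC10 then isoproterenol at EC100; 0% = low agonist plus stimulus and 100% = saturating agonist plus stimulus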
NPY Y1 blocker – blocks the human neuropeptide Y Y1 receptor; inhibition, % at 3.6 µM; AID 1040; HEK293-CNG Y1 cells, membrane potential fluorescence; NPY at EC95, then isoproterenol; actives 1% (n = 200,000); P25929;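 active = inhibition above the campaign mean inhibition of all tested compounds plus 3 SD, cut at about 20% in these data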;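 note: 0% = DMSO wells given NPY plus isoproterenol and 100% = isoproterenol alone without NPY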
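material = HEK293 cells with Y1 receptor plus CNG channel | also added = NPY 25 nM then isoproterenol 1 µM plus Ro 20-1724 25 µM | schedule = dye 3 h, compound 60 min room temperature, stimulation 45 min | measured by = membrane potential fluorescence | benchmarks = high control isoproterenol alone, low control NPY with isoproterenol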
Runt-CBFb FRET – Runt domain-CBFb interaction inhibition. Q01196+Q13951. inhibition, % at 20 µM. actives 0.46% (n = 220,000). Cerulean-Runt/Venus-CBFb FRET ratio 530/480, 1 h. AID 1496;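 active = inhibition over about 50% at 20 µM in the single-dose screen, limit read from the data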;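 note: 0% = DMSO wells and 100% = excess unlabeled CBFb competitor control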
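System: Cerulean-labeled Runt domain protein | Quantity: 100 nM of each labeled protein | Schedule: 1 h compound exposure, room temperature | Detection: Fluorescence energy transfer, 422 nm excitation, 530/480 nm emission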
The depositor's hits bear a star; . = not tested or not shown.

mol	Mdm2 ligase inh	NPY-Y2 PAM-ag	Hck Nef HTS	RBBP9 inhibitor	p97 inhibitor	Runt-SMMHC FRET	NPY-Y1 PAM-ag	NPY Y1 blocker	Runt-CBFb FRET
O=C(CN1C(=O)c2ccccc2C1=O)Nc1cccc(S(=O)(=O)Nc2ccccc2Cl)c1	2	-1	-2	0	1	-4	8	-6	-1
CS(=O)(=O)N1CCN(c2ccc(NC(=O)COc3ccccc3)cc2)CC1	-3	16	2	-1	4	1	16	-2	0
O=C(O)c1cc(NN=C2CCN(Cc3ccccc3)CC2)ccc1Cl	-2	-6	5	-3	7	-6	13	.	2
O=C(CCN1C(=O)c2cccc3cccc(c23)C1=O)NCc1ccco1	-10	1	23	-4	2	0	0	0	0
COC(=O)c1cc2occc2n1CC(=O)Nc1ccc(OC)c(OC)c1	4	0	0	-5	4	-1	-11	1	2
COc1ccc(OC)c(C2/C(=C(/O)c3ccc(C)cc3)C(=O)C(=O)N2Cc2ccco2)c1 (configuration not stated)	-7	13	0	-2	1	0	-13	10	3
Cn1cccc1/C=N/NC(=O)CNc1cccc2ccccc12	-10	4	22	-4	3	-3	23	.	3
CC1(C)NC(=O)N(CC(=O)Nc2cc(S(=O)(=O)N3CCOCC3)ccc2N2CCOCC2)C1=O	-19	5	-9	-1	3	-5	9	0	1
CC(=O)c1cc2c(cc1NC(=O)CCn1cccc1)OCO2	-11	-16	4	-10	5	-6	-10	16	3
COc1ccc2oc(=N)c(C(=O)Nc3ccccc3)cc2c1	-14	0	0	-8	3	4	3	0	-3
Cc1ccnc(SCCn2c(N3CCCCC3)nc3c2c(=O)n(C)c(=O)n3C)n1	-5	12	2	-8	8	0	16	6	-2
CC(C)[C@H](NC(=O)[C@@H]1CSCN1C(=O)OC(C)(C)C)C(=O)NCC1CCC(C(=O)O)CC1 (some centres not stated)	-8	-6	1	4	3	1	-12	3	-2
O=C(O)Cc1coc2ccc3ccccc3c12	-9	-17	25	-5	0	2	-8	12	0
O=C(CO/N=C/c1ccccc1O)N1CCc2ccccc21	-16	0	-3	-16	-3	3	-16	0	0
COc1ccc2c(c1)nc(N)n2Cc1ccccc1	-6	1	0	-10	5	-10	-5	8	0
Cc1ccc(S(=O)(=O)N(CC(=O)Nc2ccccc2-c2ccccc2)c2ccc(C)cc2C)cc1	-4	-2	-1	-13	-7	4	-22	0	1
COc1ccccc1NC(=O)Cc1noc(CSc2n[nH]c(N)n2)n1	-6	-8	-21	-9	-3	-2	2	0	0
Nc1nc(CSc2nc3ccccc3s2)nc(N2CCCCC2)n1	-11	-6	-1	-11	-5	1	-25	16	-1
CN(Cc1ccccc1)c1ncnc2ccc(Br)cc12	-23	-14	0	6	3	-2	-16	10	-8
O=C1CC2(CCCC2)C(=O)N1c1ccc(S(=O)(=O)NCC2CC2)cc1Cl	-8	6	13	2	3	-5	5	.	4
CNC(=O)/C(=C\c1ccc([N+](=O)[O-])cc1)NC(C)=O	-21	9	1	2	3	0	24	-2	0
CC1(C)CC(=O)C(C(=O)Cc2ccccc2[N+](=O)[O-])C(=O)C1	-18	0	-2	-7	6	0	5	6	1
CC(=O)NC(CC(=O)Nc1ccc(S(=O)(=O)N2CCCC2)cc1)c1ccccc1 (configuration not stated)	-10	4	3	-4	5	-1	14	6	2
O=C(N/N=C/c1ccc([N+](=O)[O-])o1)c1cn2ccc3ccccc3c2n1	-9	7	24	-4	6	-19	5	.	-3
O=C(NCCCn1ccnc1)c1cc(-c2cccc(O)c2)on1	-10	-1	16	0	9	-3	-5	.	3
CCCS(=O)(=O)c1c(S(=O)(=O)CCC)c2ccc(C(N)=O)cn2c1C(=O)c1ccc(F)cc1	10	-4	24	4	1	-5	-5	1	-1
O=C(C1Cc2ccccc2CN1S(=O)(=O)c1ccc(F)cc1)N1CCCCCC1 (configuration not stated)	4	1	2	-10	-2	-8	13	8	-2
CC(=O)Nc1ccc(-c2csc(N/N=C(/C)c3ccccc3)n2)cc1	-8	-10	-5	-3	8	2	7	.	34
O=C1CN(C(=O)c2cccs2)c2ccccc2N1	-12	-8	3	-7	4	-15	3	13	-3
Cc1c(CNCCCc2ccccc2)c(C(=O)O)c(C)n1Cc1ccccc1	-7	-4	20	-4	-3	1	-6	-1	-2
CCCCC(c1nnnn1C1CCCC1)N1CCN(C2CCCC2)CC1 (configuration not stated)	1	-27	0	-6	-6	-2	-20	31*	-1
Cc1[nH]n(-c2nc(-c3ccccc3F)cc(=O)[nH]2)c(=O)c1CCO	-12	-1	16	-1	4	4	8	3	0
Clc1cccc(/C=N\Nc2nccs2)c1	-15	0	6	-2	-1	1	-7	-1	11
CN1CCN(C(=S)C(=O)NCc2ccccc2)CC1	-2	4	21	3	3	1	6	0	3
CCCCCCOC(=O)CCn1[nH]c(=O)c2ccccc2c1=O	-11	-6	-5	-3	7	-3	5	1	-3
c1ccc(-c2ccc(-c3csnn3)cc2)cc1	-27	2	0	-9	-2	7	-10	-4	0
COC(=O)Nc1ccc(S(=O)(=O)N2CCCC(C(=O)O)C2)cc1 (configuration not stated)	-20	0	-2	-3	1	3	-5	3	1
O=C(COc1ccccc1Cl)c1ccc2c(c1)CCCC2	1	-20	0	-6	-3	1	-52	21*	-1
COCCCNC(=O)c1ccc2c(=O)n(C3CCCC3)c(=S)[nH]c2c1	-14	-8	2	10	-1	-3	-6	-1	-3
CCOC(=O)/C(=N\Nc1ccccc1Cl)N(C)C1CCCCC1	-8	-11	-8	-2	0	0	-11	3	1

Reprinted at random: four entries already listed
mol	Mdm2 ligase inh	NPY-Y2 PAM-ag	Hck Nef HTS	RBBP9 inhibitor	p97 inhibitor	Runt-SMMHC FRET	NPY-Y1 PAM-ag	NPY Y1 blocker	Runt-CBFb FRET
COCCCNC(=O)c1ccc2c(=O)n(C3CCCC3)c(=S)[nH]c2c1	-14	-8	2	10	-1	-3	-6	-1	-3
COC(=O)Nc1ccc(S(=O)(=O)N2CCCC(C(=O)O)C2)cc1 (configuration not stated)	-20	0	-2	-3	1	3	-5	3	1
CN1CCN(C(=S)C(=O)NCc2ccccc2)CC1	-2	4	21	3	3	1	6	0	3
CCCCCCOC(=O)CCn1[nH]c(=O)c2ccccc2c1=O	-11	-6	-5	-3	7	-3	5	1	-3

(next part)
mol	Mdm2 ligase inh	NPY-Y2 PAM-ag	Hck Nef HTS	RBBP9 inhibitor	p97 inhibitor	Runt-SMMHC FRET	NPY-Y1 PAM-ag	NPY Y1 blocker	Runt-CBFb FRET
CC(C)(C)NC(=O)NC(=O)CSc1ncn[nH]1	16	-8	21	4	-2	1	-19	3	2
Cc1ccc(NC(=O)C2CCCN2C(=O)Oc2ccccc2)cc1 (configuration not stated)	5	10	0	-7	3	1	7	-1	0
CCOc1ccc(NC(=S)N2CCN(c3ccc(N4CCOCC4)nn3)CC2)cc1	-14	-11	21	-6	-6	6	-6	-7	4
O=c1[nH]c(Nc2nc3ccccc3o2)nc2c1CCCC2	-15	-1	0	-7	-1	3	14	-1	0
Cc1cc(N2C(=O)C(O)=C(C(=O)c3cccs3)C2c2ccccc2)no1 (configuration not stated)	-3	6	1	-8	0	14	-2	3	20
Nc1nc(NCC2CCCO2)nc(Nc2ccc(F)cc2)c1[N+](=O)[O-] (configuration not stated)	-1	7	3	2	6	-2	4	-2	-1
COc1ccc(N2CCN(C(=O)CN(C)S(=O)(=O)c3cc(C)ccc3OC)CC2)cc1	-8	2	24	1	4	-3	19	3	0
O=C(Cn1nc(-c2ccccc2)ccc1=O)NCC1CCCO1 (configuration not stated)	-30	4	1	-5	5	2	-11	-3	-1
CC(=O)C1=C(C)OC(N)=C(C#N)C1c1cc2cccc(C)c2nc1Cl (configuration not stated)	-14	2	2	-11	1	-7	-12	5	.
N#Cc1ccc(Cn2ccnc2C(=O)Nc2ccccc2)cc1	1	7	-8	6	6	-2	12	3	1
O=C(CCCSc1nc2ccccc2[nH]1)NC1=NCCS1	-11	-7	-3	-5	-5	-4	-18	-2	-2
COc1ccc2cc(CN(CCCN3CCOCC3)Cc3nnnn3C3CCCC3)c(=O)[nH]c2c1	-22	18	0	-5	-1	37	-5	4	21
Cc1cc(C)cc(NC(=O)C(NCCN2CCOCC2)c2ccccc2)c1 (configuration not stated)	-21	-10	12	-11	-8	3	-16	5	-2
Cc1cccc(CSC(=N)N)c1	-6	-7	3	-2	6	-2	8	9	0
Cc1ccc(NC(=S)Nc2ccc3cn[nH]c3c2)cc1C	-14	13	3	-8	4	4	-13	-1	11
CC(C)Nc1c([N+](=O)[O-])c(=O)oc2ccccc12	-6	-23	11	-5	0	-1	-10	-6	0
